# High-throughput results: PubChem BioAssay, National Center for Advancing Translational Sciences (NCATS)
# Giardia kill: Giardia lamblia killing | Giardia lamblia trophozoite viability | activity change, % at 7.66 µM, hits read low | actives 0.15% (n = 340,000) | AID 540267; in the data active = activity change below about -80%; inconclusive = between about -30% and that limit;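 also: parasites exposed to compound for two days anaerobically before the ATP read; % is scaled to controls: 0 for no effect and ±100 for the full control effect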
#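 Compounds were tested on trophozoites seeded at 100 cells/well and held 48 hrs at 37 deg C anaerobically. An ATP-based luminescent kit measured the remaining live cells.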
# PTAP TSG101 blk: blocks PTAP/TSG101 interaction to inhibit HIV-1 budding; Q99816; Fluorescence polarization, FITC-PTAP peptide / Tsg101 binding; Potency, µM (highest dose often 115 µM), for the others: at the top dose activity change, negative = inhibition, actives largely listed as inhibitors; 340,000 tested, under 10 active; active = well fitted inhibition curve with a large enough effect in the main read-out, with a control signal flat, not every such curve was filed as active; inconclusive = small, poorly fitted or top-dose-only effect, or effect the other way, or a change in a side signal; inactive = no such curve, though single readings can be large or run the other way; also: potency is read from the fitted curve at half-maximal effect; % of control where 0% means no effect
# Target sequence (Q99816 whole entry, looked up): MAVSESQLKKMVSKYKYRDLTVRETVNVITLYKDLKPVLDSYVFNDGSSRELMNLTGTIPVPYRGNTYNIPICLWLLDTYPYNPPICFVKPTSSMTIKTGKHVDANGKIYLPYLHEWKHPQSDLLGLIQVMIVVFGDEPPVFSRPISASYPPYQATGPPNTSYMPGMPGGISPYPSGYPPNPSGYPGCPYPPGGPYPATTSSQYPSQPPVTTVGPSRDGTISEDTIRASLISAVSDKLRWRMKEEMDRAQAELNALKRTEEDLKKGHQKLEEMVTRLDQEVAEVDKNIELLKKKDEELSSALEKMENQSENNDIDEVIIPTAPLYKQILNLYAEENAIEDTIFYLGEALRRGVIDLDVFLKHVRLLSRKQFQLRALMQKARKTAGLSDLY
#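 Steps: Tsg101 binding domain dispensed (10 uM final), compounds pinned in DMSO, FITC-labeled PTAP-motif peptide added (50 nM final); after 20 min binding at room temperature, polarization measured.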
# ASM inhibitor: blocks human secretory acid sphingomyelinase | placental ASM, HMU-PC fluorogenic substrate, 60 min | Potency, µM (doses to about 57.5 µM), for the others: at the top dose activity change, negative = inhibition, hits mostly inhibitors | AID 504937 | actives 0.006% (n = 340,000) | P17405; also: potency is read from the fitted curve at half-maximal effect
# Target sequence (P17405 47-631 limits assumed): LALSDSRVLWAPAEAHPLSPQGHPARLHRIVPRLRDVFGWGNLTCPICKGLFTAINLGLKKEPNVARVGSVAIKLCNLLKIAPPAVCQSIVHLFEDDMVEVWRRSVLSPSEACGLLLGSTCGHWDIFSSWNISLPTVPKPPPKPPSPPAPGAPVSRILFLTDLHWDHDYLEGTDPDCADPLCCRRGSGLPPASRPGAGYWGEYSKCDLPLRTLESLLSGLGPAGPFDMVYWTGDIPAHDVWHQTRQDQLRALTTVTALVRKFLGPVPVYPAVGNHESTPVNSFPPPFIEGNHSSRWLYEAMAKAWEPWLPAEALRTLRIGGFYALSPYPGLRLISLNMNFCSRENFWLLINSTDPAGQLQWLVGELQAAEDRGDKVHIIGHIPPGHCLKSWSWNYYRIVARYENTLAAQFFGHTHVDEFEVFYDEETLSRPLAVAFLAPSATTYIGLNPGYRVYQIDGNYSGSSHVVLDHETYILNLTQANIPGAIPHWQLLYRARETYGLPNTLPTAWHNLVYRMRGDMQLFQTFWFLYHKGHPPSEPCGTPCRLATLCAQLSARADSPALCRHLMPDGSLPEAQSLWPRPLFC
#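 Human placenta-derived ASM preincubated with compound 10 min at room temperature, then reacted with 9 uM (final) fluorogenic HMU-PC substrate for 60 min at 37 C. Stop solution raises pH to 10; fluorescence read at Ex 386/Em 447 nm.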
# Integrin act MD: activates integrin-mediated alleviation for muscular dystrophy; alpha7betagal myoblasts, beta-gal FDG fluorescence, 48 h; Potency, µM (top dose mostly 38.3 µM), for inactives: at the top dose activation, usual class: activators; actives 0.064% (n = 350,000); AID 624291;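 also: potency is read from the fitted curve at half-maximal effect; 100% = response of the positive control SU9516; nearly all actives have a fitted effect of over 60% in size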
#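 Alpha7betagal+/- myoblasts (passage 13) were plated 16-24 hr, then exposed to compounds (1:260 dilution of DMSO stock) for 48 hours at 37C. After MPER lysis, β-galactosidase reporter activity was read as FDG fluorescence (ex 480/em 540) after 30 minutes.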
# An asterisk follows results filed as active; ? = inconclusive; . = not tested or not shown; [ ] = remark or other dose. Unless noted, calls follow the shape of the dose curve; as a rule, active = well fitted curve in the direction sought with a large enough effect; inconclusive = small, poorly fitted or top-dose-only effect, or another doubt; inactive = no such curve, though single readings can be large; an effect the other way counts as inactive or inconclusive.
SMILES,Giardia kill,PTAP TSG101 blk,ASM inhibitor,Integrin act MD
COc1ccccc1C(=O)NC(CCSC)C(=O)OCC(=O)N1CCN(S(=O)(=O)c2ccc(C)cc2)CC1 (centres undefined),-2,0%,0%,-12%
CCOc1ccccc1OCCCC(=O)Nc1ccc(S(=O)(=O)Nc2cc(C)nc(C)n2)cc1,-10,-3%,-1%,-3%
Cc1ccc(-c2nnc(N3CCOCC3)c3ccccc23)cc1S(N)(=O)=O,-9,3%,2%,-26%
CC(=O)C1CCC2C3CCC4=CC(=O)C=CC4(C)C3CCC12C (centres undefined),-17,0%,0%,0%
CCN(CC)S(=O)(=O)c1ccc(N2CCOCC2)c(NC(=O)CSCc2c(C)noc2C)c1,8,-4%,-1%,-21%
CC(C)(C)OC(=O)N1CCCC(C(=O)Nc2cccc(C(=O)N3CCCCC3)c2)C1 (centres undefined),-1,-6%,8%,14%
CCCCCC1CC(=O)NC1(C(=O)OCC)C(=O)OCC (centres undefined),2,-1%,0%,-3%
CC(=O)C1=CN(CC2CCCCC2)CCC1=O,6,-2%,2%,-14%
O=C(CCCCC(=O)NN=Cc1ccccc1O)NN=Cc1ccccc1O,-3,-5%,466%[activator],-23%
NC(=O)c1ccsc1NC(=O)CN1CCN(S(=O)(=O)c2ccccc2C(F)(F)F)CC1,5,-4%,-12%,-12%
Cc1onc(-c2ccccc2)c1C(=O)NC(C)c1ccccc1 (centres undefined),-3,1%,-2%,16%
COc1ccc2c(c1)C(=O)Cc1ccccc1O2,-5,-5%,-1%,5%
O=C(Nc1ccc(OC(F)(F)F)cc1)c1ccc2c(c1)no[n+]2[O-],-5,1%,-5%,-28%
N=C(N1CCCc2ccccc21)N1CCCc2ccccc21,-6,-5%,2%,-64%[inhibitor]
CCOC(=O)C1(C(=O)OCC)COC(=O)C2(CC)OC21 (centres undefined),5,0%,6%,32%
CCOC(=O)c1ccc(NC(=O)C2CCN(S(=O)(=O)c3ccccc3)CC2)cc1,-9,1%,-6%,-15%
COC(=O)CSc1nc(SC)nc2c1sc1nc(-c3ccco3)c3c(c12)CC(C)(C)OC3,-11,-4%,15%,5%
CCCCN1CC(COCc2ccccc2)Oc2cccc(Oc3ccc(OC)cc3)c2S1(=O)=O (centres undefined),-25,-4%,-13%,27%
COc1ccc([C@@]23Oc4cc(OC)cc(OC)c4[C@]2(O)[C@H](O)[C@H](C(=O)N(C)C)[C@H]3c2ccccc2)cc1,?,1%,-2%,-55%[inhibitor]
CCCCN(Cc1cc2cc(OC)ccc2[nH]c1=O)C(=O)COc1ccccc1,1,-3%,7%,16%
Cc1cc(C(=O)Nc2ccc3c(c2)CCC3)ccc1[N+](=O)[O-],6,-2%,-4%,18%
COc1ccccc1-c1nnc(-c2ccc(C)cc2)o1,1,-6%,5%,11%
Cc1ccccc1Sc1ncccc1[N+](=O)[O-],4,-2%,1%,2%
CC(=O)Nc1ccc(S(=O)(=O)NCC2CC3CCC2C3)cc1 (centres undefined),53[activator],1%,-1%,-15%
CCCCN1CC(COCc2ccccc2)Oc2cccc(Oc3cc(C)c(C)c(C)c3)c2S1(=O)=O (centres undefined),-26,-2%,1%,-16%
COc1nc(-c2ccccc2)c2cc(Br)ccc2n1,8,-10%,5%,0%
Cc1cc(S(=O)(=O)c2ccc([N+](=O)[O-])cn2)ccc1Br,6,-2%,1%,-36%
CC1CCCCN1N=Nc1nc2c([nH]1)c(=O)n(C)c(=O)n2C (centres undefined),12,-8%,1%,4%
C[C@H]1CN(S(=O)C(C)(C)C)[C@@H](CCO)/C1=C\CCO (some centres undefined),-25,-3%,0%,16%
O=C(NCCc1nc(-c2ccccc2)no1)c1ccccc1,37[activator],-4%,0%,36%
Cc1c(C)n(Cc2ccccc2)c2ccc(C(=O)O)cc12,12,-6%,-1%,-10%
O=C(Nc1ccccc1)P(=O)(O)c1ccccc1,1,-5%,2%,-18%
O=C(NN=Cc1ccccc1O)C(O)c1ccccc1 (centres undefined),-15,-6%,.,-36%
CCOC(=O)C[C@H]1c2ccccc2S(=O)(=O)N1Cc1cc(OC)c(OC)c(OC)c1,9,-1%,3%,-2%
Cc1[nH]nc(-c2cccnc2)c1N=NN(C)C,-20,-2%,5%,0%
CN(C)S(=O)(=O)N1CCC(Oc2ccc(C(=O)N3C[C@@H]4CCC[C@H]3C4)cc2)CC1,6,-1%,2%,-32%
COc1ccc(C2C(Oc3ccccc3)C(=O)N2c2ccc(C)c(C)c2)cc1OC (centres undefined),-10,-3%,-3%,2%
CN(C(=O)c1ccc(NC(=O)Cc2cccc(NC(=O)C3CCN(C(=O)C4CCCCC4)CC3)c2)cc1)C1CC1,-11,-2%,-4%,18%
OC(c1ccccc1)C(O)c1ccccc1 (centres undefined),11,-2%,4%,0%
O=C1N=C(N2CCOCC2)SC1=Cc1ccco1,12,2%,0%,12%

# Shown with bars between the fields: 2 of the compounds above.
Structure | Giardia kill | PTAP TSG101 blk | ASM inhibitor | Integrin act MD
O=C1N=C(N2CCOCC2)SC1=Cc1ccco1 | 12 | 2% | 0% | 12%
COc1ccc(C2C(Oc3ccccc3)C(=O)N2c2ccc(C)c(C)c2)cc1OC (centres undefined) | -10 | -3% | -3% | 2%

# The listing continues:
SMILES,Giardia kill,PTAP TSG101 blk,ASM inhibitor,Integrin act MD
Cc1ccc[n+](CC(=O)c2ccc(NC(=O)c3ccccc3)cc2)c1C,-29,0%,2%,44%
CCOC(=O)C1=CN(CC)CCC1=O,18,1%,1%,27%
O=C(CCl)N1c2ccccc2Oc2ccc3ccccc3c21,3,?,79%,-26%
COc1ccc(CNC(=O)CN2C(=O)c3ccccc3S2(=O)=O)cc1,-23,-6%,-3%,0%
NN=C(c1ccccc1)c1ccccc1,-1,-2%,-2%,-2%
O=C(O)c1cc(=S)nc[nH]1,-5,-5%,1%,6%
N/C(=N\OC(=O)CCCN1C(=O)c2ccccc2C1=O)c1ccc(Br)cc1,3,-3%,-5%,6%
O=[N+]([O-])c1cc2c(c3cccnc13)COCO2,8,-5%,-1%,-8%
Cn1cnc([N+](=O)[O-])c1S(=O)(=O)Oc1ccc(Cl)cc1,0,-3%,7%,-71%[inhibitor]
CCOc1ccc(OCCC(=O)OCC(=O)N(CC)c2c(N)n(Cc3ccccc3)c(=O)[nH]c2=O)cc1,13,-4%,-2%,-13%

# As entered above:
# Cc1ccc[n+](CC(=O)c2ccc(NC(=O)c3ccccc3)cc2)c1C in ASM inhibitor has 2%
# COc1ccc(CNC(=O)CN2C(=O)c3ccccc3S2(=O)=O)cc1 in Integrin act MD has 0%
# CCOC(=O)C1=CN(CC)CCC1=O in Integrin act MD has 27%
# O=C(CCl)N1c2ccccc2Oc2ccc3ccccc3c21 in Integrin act MD has -26%

# Going on with the list.
SMILES,Giardia kill,PTAP TSG101 blk,ASM inhibitor,Integrin act MD
C/C(=N\N(c1ccccc1)c1ccccc1)c1ccc(N)cc1,1,-4%,-10%,-1%
[O-][n+]1ccccc1/C=C/c1ccccc1,0,-1%,5%,8%
CC(=NN(Cc1ccccc1)c1ccccc1)c1ccccc1,-6,-1%,-5%,7%
CCCCCOc1ccc(/C=N/NC(=O)c2nnn(-c3nonc3N)c2CN2CCCCCC2)cc1,5,1%,-13%,-40%
CN(Cc1ccccc1)C(=O)c1ccc(NC(=O)Cc2ccc(NC(=O)C3CCN(C(=O)c4ccccc4)CC3)cc2)cc1,-3,1%,4%,8%
COCCNC(=O)C1Nc2ccc(OC(F)(F)F)cc2C2C=CCC12 (centres undefined),-22,0%,7%,-20%
CCOC(=O)/C=C1\SCC(=O)N1CC(O)CN1C(=O)CS/C1=C/C(=O)OCC (centres undefined),-8,-2%,-4%,-30%
Cc1ccc(NC(=O)c2ncn(CCCNCCCN(C)C)n2)cc1C,-18,0%,5%,-8%
COc1ccc2nc(-c3ccccc3)[nH]c(=O)c2c1,?,-3%,0%,40%
CC(=O)O[C@@H]1[C@@H](OC(C)=O)[C@H](n2ccc3cc([N+](=O)[O-])ccc32)OC[C@@H]1OC(C)=O,?,-2%,2%,10%

# 6 entries out of the list, ordered by number of heavy atoms, ascending:
SMILES,Giardia kill,PTAP TSG101 blk,ASM inhibitor,Integrin act MD
[O-][n+]1ccccc1/C=C/c1ccccc1,0,-1%,5%,8%
COc1ccc2nc(-c3ccccc3)[nH]c(=O)c2c1,?,-3%,0%,40%
Cc1ccc(NC(=O)c2ncn(CCCNCCCN(C)C)n2)cc1C,-18,0%,5%,-8%
CC(=O)O[C@@H]1[C@@H](OC(C)=O)[C@H](n2ccc3cc([N+](=O)[O-])ccc32)OC[C@@H]1OC(C)=O,?,-2%,2%,10%
CCCCCOc1ccc(/C=N/NC(=O)c2nnn(-c3nonc3N)c2CN2CCCCCC2)cc1,5,1%,-13%,-40%
CN(Cc1ccccc1)C(=O)c1ccc(NC(=O)Cc2ccc(NC(=O)C3CCN(C(=O)c4ccccc4)CC3)cc2)cc1,-3,1%,4%,8%

# Record cards, from the list above. Screens in order: Giardia kill, PTAP TSG101 blk, ASM inhibitor, Integrin act MD
# `[O-][n+]1ccccc1/C=C/c1ccccc1` as listed: 0, -1%, 5%, 8%
# `C/C(=N\N(c1ccccc1)c1ccccc1)c1ccc(N)cc1` as listed: 1, -4%, -10%, -1%
# `Cc1ccc(NC(=O)c2ncn(CCCNCCCN(C)C)n2)cc1C` as listed: -18, 0%, 5%, -8%
# `CC(=NN(Cc1ccccc1)c1ccccc1)c1ccccc1` as listed: -6, -1%, -5%, 7%
# `CN(Cc1ccccc1)C(=O)c1ccc(NC(=O)Cc2ccc(NC(=O)C3CCN(C(=O)c4ccccc4)CC3)cc2)cc1` as listed: -3, 1%, 4%, 8%

# The listing continues.
SMILES,Giardia kill,PTAP TSG101 blk,ASM inhibitor,Integrin act MD
CN(C)c1ccc(C(c2ccc(N(C)C)cc2)C(O)c2ccccc2)cc1 (centres undefined),6,-2%,2%,11%
Cc1ccccc1Cn1cc(S(=O)(=O)c2ccc(C(C)C)cc2)c(=O)c2cc3c(cc21)OCO3,14,1%,-5%,-8%
O=C(Cn1cc(COc2ccc3ccc(=O)oc3c2)nn1)c1ccc(O)cc1,-20,1%,11%,24%
CC1CCCN1c1ccnc2cc(Cl)ccc12 (centres undefined),16,-3%,-1%,7%
COc1cccc(NC(=O)CN(C)C(=O)C2CC(=O)N(CCc3ccc(OC)c(OC)c3)C2)c1 (centres undefined),-9,0%,4%,-6%
COc1ccc(C(CCc2cc(OC)c(OC)c(OC)c2)NC(C)=O)cc1 (centres undefined),3,-3%,4%,2%
CC(=O)Nc1ccc(CCCCc2ccccc2)cc1,1,-2%,20%,-5%
O=C(Nc1ccn(CCCNCc2ccc3[nH]ccc3c2)c(=O)n1)OCc1ccccc1,-22,1%,-1%,22%
CSC1=C(C#N)C2(CCCCC2)C(C(=O)Nc2ccccc2)=C(C)N1,-12,-5%,-6%,?
CNC(=O)C1CC(=O)N(c2ccc(OCC(=O)Nc3ccccc3)cc2)C1 (centres undefined),3,-3%,-2%,11%
COc1ccc(NC(=O)CC(=O)Nc2ccc(OC)cc2)cc1,19,0%,3%,0%
CCCCN1CC[C@H]2C=CC[C@@H](C(=O)Nc3ccc(Cl)cc3Cl)[C@H]2C1=O,-2,-3%,1%,20%
Cc1cn(CC(=O)NCCc2c[nH]c3ccccc23)c(=O)[nH]c1=O,4,0%,12%,-2%
O=C1[C@H](Cc2ccccc2)NCCCC[C@@H](c2ccco2)N1Cc1ccccc1,30[activator],4%,5%,-17%
COc1ccc(S(=O)(=O)N2CCOCC2)cc1C(=O)NCC(c1ccccc1)c1ccccc1,2,0%,-1%,-16%
CC12CCC(=O)C=C1CCC1C2CCC2(C)C(c3csc(N)n3)CCC12 (centres undefined),19,0%,-2%,-36%
CCOc1ccc(NC(=O)CN(C)C(=O)c2cn(-c3ccc(C)cc3)nc2-c2cccc(OC)c2)cc1OCC,4,-3%,0%,-1%

# This is a subset, so the mix of outcomes need not match the whole.
